RBBP9 inhibitor: inhibitors of human serine hydrolase RBBP9; recombinant RBBP9, FP-Rh probe fluorescence polarization; inhibition, % at 7.94 µM; hit rate 0.2% among 220,000; AID 1515;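 active = inhibition above the campaign mean of all tested compounds plus 3 SD, cut at about 14% in these data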;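 note: plate controls were DMSO wells with RBBP9 for no effect and wells lacking RBBP9 protein for full effect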
Target sequence (O75884 whole entry, looked up): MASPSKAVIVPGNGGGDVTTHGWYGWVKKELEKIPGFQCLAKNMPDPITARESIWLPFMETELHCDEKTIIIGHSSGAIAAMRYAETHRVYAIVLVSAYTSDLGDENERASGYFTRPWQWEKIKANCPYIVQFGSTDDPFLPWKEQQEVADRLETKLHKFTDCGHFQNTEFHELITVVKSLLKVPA
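Measured by – fluorescence polarization · Test system – RBBP9 protein · Input – 2.5 µM RBBP9 dispensing solution, before mixing · Measure – percent inhibition from mP, scaled between DMSO and no-protein wells · Benchmarks – DMSO-treated enzyme wells and wells lacking RBBP9 · Times – preincubation 30 min plus labeling 45 min at 25 °C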
p97 inhibitor: inhibitors of human p97 ATPase; P55072; recombinant p97 ATPase, Kinase-Glo ATP luminescence, 3 h; inhibition, % at 8 µM; hit rate 0.42% among 220,000; AID 1481; in the data active = inhibition above about 15%;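 note: 0% = DMSO vehicle and 100% = wells lacking enzyme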
Tb hexokinase: blocks Trypanosoma brucei hexokinase 1 activity; hit rate 0.11% among 220,000; inhibition, % at 10 µM; recombinant TbHK1, G6PDH-coupled NADH A340;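 active = inhibition of 50% or more in the single-dose primary screen; inactive = inhibition below 50%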
p47phox inh: blocks human p47phox regulatory protein of NADPH oxidases; P14598; p47phox/p22phox peptide binding, fluorescence polarization, 2 h; inhibition, % at 24.7 µM; hit rate 0.53% among 220,000;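 active = inhibition above about 30%, limit read from the data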;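 note: 0% = p47phox with labelled peptide and 100% = labelled peptide alone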
m-calpain inh: blocks pig calpain II enzyme activity | purified calpain II, fluorogenic peptide substrate, 30 min | hit rate 0.37% among 220,000 | inhibition, % at 16 µM;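 active = inhibition above about 50%, limit read from the data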
Runt-SMMHC FRET: inhibitors of human RUNX1 Runt domain binding to CBFb-SMMHC; inhibition, % at 20 µM; Cerulean-Runt/Venus-CBFb-SMMHC FRET ratio 530/480, 1 h; hit rate 0.74% among 220,000; Q01196+Q13951;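 active = mean inhibition across duplicate retests at 20 µM reaching about 50%, limit read from the data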;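 note: 0% = DMSO wells and 100% = wells with excess untagged CBFb-SMMHC; inhibitors lower the FRET ratio by blocking Runt binding to CBFb-SMMHC; some results filed as inactive read as strong as hits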
EBV gp42 block: blocks Epstein-Barr virus glycoprotein 42 binding; Fluorescence polarization binding assay, mP read-out; AID 1085; Q1HVG2; hit rate 0.42% among 220,000; inhibition, % (tested at 21.74 µM); in the data active = inhibition above about 50%
Target sequence (Q1HVG2 whole entry, looked up): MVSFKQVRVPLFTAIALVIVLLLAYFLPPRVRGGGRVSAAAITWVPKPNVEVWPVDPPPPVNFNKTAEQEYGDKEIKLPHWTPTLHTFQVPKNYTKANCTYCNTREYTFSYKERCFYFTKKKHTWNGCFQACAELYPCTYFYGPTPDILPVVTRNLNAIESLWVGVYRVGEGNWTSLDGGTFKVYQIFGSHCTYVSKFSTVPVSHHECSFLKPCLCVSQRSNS
Furin inhibitor: human furin inhibition | purified furin, fluorogenic substrate cleavage | inhibition, % at 30 µM | P09958 | hit rate 0.061% among 220,000; in the data active = inhibition above about 25%; note: inactives centre near -15
Target sequence (P09958 108-714 limits assumed): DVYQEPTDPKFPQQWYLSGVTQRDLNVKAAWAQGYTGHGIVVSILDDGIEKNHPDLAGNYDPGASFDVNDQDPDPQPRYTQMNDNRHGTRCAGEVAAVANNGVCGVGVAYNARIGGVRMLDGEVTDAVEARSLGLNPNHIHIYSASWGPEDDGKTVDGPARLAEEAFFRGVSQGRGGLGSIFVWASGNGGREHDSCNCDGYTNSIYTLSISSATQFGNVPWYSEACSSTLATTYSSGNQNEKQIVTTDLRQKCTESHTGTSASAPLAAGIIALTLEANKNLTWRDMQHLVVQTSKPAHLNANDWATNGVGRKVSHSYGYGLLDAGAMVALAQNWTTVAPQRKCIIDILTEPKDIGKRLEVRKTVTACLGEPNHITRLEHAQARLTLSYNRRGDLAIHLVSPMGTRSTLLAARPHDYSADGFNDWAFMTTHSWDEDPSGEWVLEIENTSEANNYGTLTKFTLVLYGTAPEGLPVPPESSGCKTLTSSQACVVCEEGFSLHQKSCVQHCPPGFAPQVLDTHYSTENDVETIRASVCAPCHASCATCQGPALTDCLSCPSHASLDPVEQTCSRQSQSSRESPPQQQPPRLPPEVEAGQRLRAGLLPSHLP
Runt-CBFb FRET: inhibitors of human RUNX1 Runt domain binding to CBFb. Q01196+Q13951. Cerulean-Runt/Venus-CBFb FRET ratio 530/480, 1 h. inhibition, % at 20 µM. hit rate 0.46% among 220,000. AID 1496;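 active = inhibition over about 50% at 20 µM in the single-dose screen, limit read from the data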;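 note: 0% = DMSO wells and 100% = excess unlabeled CBFb competitor control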
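Reagent – Venus-CBFb binding partner, 100 nM · Assay system – Cerulean-tagged RUNX1 Runt domain (FRET donor) fusion protein · Input – 100 nM per protein · Incubation – two 1 h room-temperature incubations shielded from light · Measured by – FRET fluorescence · Medium – Tris buffer pH 7.5 with salts and BSA · Benchmarks – unlabeled CBFb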
Numbers without * were called inactive; / = no result given; [ ] = another dose, or the depositor's remark.

SMILES	RBBP9 inhibitor	p97 inhibitor	Tb hexokinase	p47phox inh	m-calpain inh	Runt-SMMHC FRET	EBV gp42 block	Furin inhibitor	Runt-CBFb FRET
COc1cccc(NS(=O)(=O)c2nc3nc(C)cc(C)n3n2)c1	-13	2	2	4	6	-1	-18	-15	2
CN(C)S(=O)(=O)c1cccc(NC(=O)COC(=O)/C=C/c2ccc3c(c2)OCO3)c1	-19	-7	-1	-4	-23	3	6	-17	1
COc1cc2nc(C3CCC3)n(NC(=O)C(OC(C)=O)c3ccccc3)c(=O)c2cc1OC (stereo not drawn)	-7	2	1	-3	-15	-1	-11	-17	-6
CCCC(=O)Nc1cc(-c2nn(C)c(=O)c3ccccc23)ccc1OC	-8	8	31	-10	-10	5	-7	-15	-3
c1ccc(-c2nnc(SCc3nc4ccccc4[nH]3)o2)cc1	2	2	-11	-14	-9	-1	-10	-20[20 µM]	2
O=C(c1ncc[nH]1)c1ccco1	-1	7	-39	-4	13	-1	-15	-12	0
CN(Cc1nnc(SCC(=O)NCCc2ccccc2)n1C)S(=O)(=O)c1ccccc1	5	1	1	-3	17	-1	-6	-21[20 µM]	-2
COCc1cc(=O)[nH]c(SCC(=O)c2ccccc2)n1	-1	13	-11	5	12	-6	-10	-1	0
O=C(CN1CCN(Cc2ccccc2)CC1)NC(=O)NC1CCCCC1	1	12	-10	-3	10	-3	-9	-1	0
CCn1c(C)nc2cc(S(=O)(=O)C(F)F)ccc21	-5	-4	5	-9	13	-2	-14	-9[20 µM]	0
Cc1ccccc1CSc1nc2[nH]ncc2c(=O)[nH]1	-7	4	0	-9	-16	-2	-14	-18	-2
CN(C)c1ccc(N=Nc2ccccc2C(=O)OCC(=O)NC2CCCC2)cc1	-6	-1	-10	-29	31	-6	-13	-4	-6
CCCS(=O)(=O)N1CCCC(C(=O)N2CCN(C(=O)OCC)CC2)C1 (stereo not drawn)	-1	2	1	-5	-3	0	-2	-28	1
COc1ccc2[nH]c(C(=O)O)c(NC(=O)c3ccccc3[N+](=O)[O-])c2c1	-1	9	-18	-5	-2	-5	-11	0	7
Cc1cccc(NC(=S)NNc2ncc(C(F)(F)F)cc2Cl)c1	-2	0	9	-4	-9	10	8	-9	3
CCOc1ccc(-c2nnc(NC(=O)CCCOc3cccc(C)c3)o2)cc1	-10	3	-2	-3	21	-6	-7	-22	-2
Cc1cc(/C=C2\NC(=S)N(C)C2=O)ccc1N1CCCC1	-8	0	-7	-123	4	-225	-79	-16	-129
Cc1cc(C)n(-c2ccc([N+](=O)[O-])cc2-c2nn[nH]n2)n1	-6	5	-8	3	-24	-1	0	-21	0
CC1CC(=O)c2cn3c(nc2C1)nc1ccccc13 (stereo not drawn)	-2	-1	-13	-8	-10	-44	8	4[20 µM]	-14
CN1CCN(C(=S)c2cn(Cc3cccc(F)c3)c3ccccc23)CC1	2	-1	-4	-13	-27	0	-5	-4	-1
COC(=O)c1[nH]c2ccc(Cl)cc2c1NC(=O)c1ccccc1[N+](=O)[O-]	8	4	-1	1	0	-2	-29	-14	1
CC(CCC(=O)Nc1nncs1)C(=O)O (stereo not drawn)	1	6	-2	-13	-15	3	-6	-2	2
CCC(CC)C(=O)Nc1cc(C(=O)NCCc2ccccc2)ccc1Cl	-10	-3	4	-8	-10	0	-6	-11[20 µM]	/
COc1ccccc1C(=O)N(CCC1CCCN1C)c1nc2ccccc2s1 (stereo not drawn)	2	3	2	-2	-8	5	-12	-2	0
O=C(N/N=C/c1cccs1)c1ccccn1	-9	-15	-40	1	-5	-5	-15	-1[20 µM]	-1
Going on with the list.
SMILES	RBBP9 inhibitor	p97 inhibitor	Tb hexokinase	p47phox inh	m-calpain inh	Runt-SMMHC FRET	EBV gp42 block	Furin inhibitor	Runt-CBFb FRET
Cc1ccc(NC(=O)c2cc(-c3cccc(O)c3)on2)cc1C	-6	1	-2	-16	-14	-2	2	-13	0
O=C(Nc1ccc2c(c1)OCCO2)c1ccc2ccccc2n1	-4	-1	-9	-8	10	0	3	-12	-2
O=C(c1ccc(S(=O)(=O)Nc2ccc(F)cc2)cc1)N1CCN(C(=O)c2ccco2)CC1	-5	0	-3	0	-5	-1	-8	-24[20 µM]	0
CCn1c(SCC(=O)Nc2cccc(OC)c2)nnc1-c1ccc(Cl)cc1	1	2	1	-9	-6	4	-22	-23	0
CCOC(=O)CC(=O)CSc1nc(-c2ccccc2)cc(-c2ccccc2)c1C#N	-7	1	1	-35	-139	-31	-40	-16	-12
O=C(CCN1C(=O)C2C3C=CC(C3)C2C1=O)N1CCN(c2ccc(F)cc2)CC1 (stereo not drawn)	-2	5	2	1	8	5	-9	-29	-1
COc1ccc(NCCC#N)cc1	6	0	-8	-4	21	4	-23	-16[20 µM]	9
O=C(COC(=O)c1cccs1)NC1CCCCC1	2	0	3	-20	12	-1	-29	-19	-1
O=C(NC1CCCC1)C1CC(c2ccc(F)cc2)=NO1 (stereo not drawn)	-5	4	5	60*	-33	-2	-11	-27	0
O=C(Nc1ccc(Cl)c(C(F)(F)F)c1)NC1CC2CCCC(C1)N2C1CC1 (stereo not drawn)	-2	-4	4	/	/	/	/	-3[20 µM]	/
CC(C)(C)c1ccc(C(=O)NNC(=S)NCC2CCCO2)cc1 (stereo not drawn)	-1	1	2	-6	-2	1	-20	-15	-2
Cc1ccc(C(=O)O)cc1S(=O)(=O)N1CCSCC1	-4	5	6	2	10	-3	-2	-25	1
COc1ccc(-c2cc(C(=O)OCC(=O)N3CCCC3)c3ccccc3n2)cc1	-6	-2	-13	-25	-75	-2	-4	-15	-4
CCOC(=O)C1(CC2CCCCO2)CCN(C(=O)Nc2ccc(C(=O)OC)cc2)CC1 (stereo not drawn)	-10	4	-3	-5	-19	5	-7	-20	-2
Cc1ccc2c3c(c(SCC(=O)Nc4nccs4)nc2c1)CCCC3	-8	-3	-3	-24	-17	3	-12	-17	1
CCCn1c(N)c(N(C)C)c(=O)n(CC(=O)Nc2ccc(OC(F)(F)F)cc2)c1=O	-5	1	5	-11	5	0	-17	-29	-2
COC(=O)NNS(=O)(=O)c1ccc(C)cc1	-2	1	-6	0	-13	3	-5	-17	-1
O=C(c1cnc2ccccc2n1)N1CCN(c2ccc(C(F)(F)F)cn2)CC1	-5	3	-16	-17	-14	-2	-9	-15	-1
COc1ccccc1C1C([N+](=O)[O-])=CC([N+](=O)[O-])=CN1C (stereo not drawn)	-6	0	-18	-53	5	-7	-40	0	-3
COC(=O)NNC(=O)COc1cc(C)ccc1C	-4	3	-1	-4	18	0	-24	-16	-2
O=C(CCCc1nc(-c2ccccc2)no1)N1CCOCC1	-3	4	-2	-2	-1	-9	-26	-20	0
COc1ccc(Nc2ncc(C(=O)O)c3ccccc23)cc1	-2	-1	-30	-3	-9	1	-5	3[20 µM]	-1
NC(Cc1ccc2nonc2c1)C(=O)O (stereo not drawn)	7	9	1	-5	8	0	-8	-16[20 µM]	0
O=[N+]([O-])c1ccc(C2Nc3cccc4cccc(c34)N2)cc1	-3	-7	-4	3	27	-12	-2	-15	4
CCOC(=O)Cn1c(=NC(=O)C(C)(C)C)sc2cc([N+](=O)[O-])ccc21	-1	-3	-9	-8	-5	1	-11	-11	-4

Entries of single compounds from above:
`O=[N+]([O-])c1ccc(C2Nc3cccc4cccc(c34)N2)cc1` is entered as RBBP9 inhibitor: -3; p97 inhibitor: -7; Tb hexokinase: -4; p47phox inh: 3; m-calpain inh: 27; Runt-SMMHC FRET: -12; EBV gp42 block: -2; Furin inhibitor: -15; Runt-CBFb FRET: 4
`Cc1ccc(C(=O)O)cc1S(=O)(=O)N1CCSCC1` is entered as RBBP9 inhibitor: -4; p97 inhibitor: 5; Tb hexokinase: 6; p47phox inh: 2; m-calpain inh: 10; Runt-SMMHC FRET: -3; EBV gp42 block: -2; Furin inhibitor: -25; Runt-CBFb FRET: 1
`O=C(CCCc1nc(-c2ccccc2)no1)N1CCOCC1` is entered as RBBP9 inhibitor: -3; p97 inhibitor: 4; Tb hexokinase: -2; p47phox inh: -2; m-calpain inh: -1; Runt-SMMHC FRET: -9; EBV gp42 block: -26; Furin inhibitor: -20; Runt-CBFb FRET: 0

Remaining list, next part
SMILES	RBBP9 inhibitor	p97 inhibitor	Tb hexokinase	p47phox inh	m-calpain inh	Runt-SMMHC FRET	EBV gp42 block	Furin inhibitor	Runt-CBFb FRET
O=C(Nc1c(-c2ccccc2)nc2ccccn12)c1cccs1	-1	1	-2	-9	12	3	39	-15	-1
Cc1nnc(Sc2c(N)n(C)c(=O)n(C)c2=O)s1	0	-5	-4	-9	-20	-1	-22	-4[20 µM]	-2
CCOC(=O)c1sc(=NC(=O)CCS(=O)(=O)c2ccccc2)n(C)c1C	-9	0	-4	-13	-29	1	4	-15	1
CC(=O)c1c(C(C)=O)c(C)n(C(c2ccccc2)c2ccccc2)c1C	-1	5	-1	-6	51*	1	1	-20	-1
O=C(CSc1ncccc1C(=O)O)NCCC1=CCCCC1	-5	-2	5	10	28	0	4	-14	-1
COC(=O)c1c(O)cc(C(C)(C)C)n(-c2ccc(F)cc2)c1=O	-6	4	37	3	-3	7	-19	-13	-2
COc1ccc(SCc2noc(C(=O)NC(C)C)c2C(=O)O)cc1	3	4	-1	-3	-7	0	-15	-12[20 µM]	-1
CCCCNC(=O)COC(=O)c1ccccc1F	-3	1	-10	-15	-11	-6	-1	-26	1
Cc1cccc(NCc2ccc(O)c3ncccc23)c1C	1	5	6	-88	-13	20	-25	-12	25
CN(C)CCN=Cc1c(O)n(Cc2ccccc2)c(=O)c2ccccc12	-1	3	-19	-6	-44	44	-10	-23	22
Cc1nonc1NC(=O)CSc1nc2ccccc2[nH]1	-6	0	3	-12	4	-1	2	-23	0
O=C(c1ccc(N2CCCCS2(=O)=O)cc1)N1CCN(c2ccc(N3CCOCC3)nn2)CC1	-8	4	-2	-11	-408	10	-6	-16	5
C/C(Cl)=C\C[N+](C)(C)CC(=O)OCCc1ccccc1	-11	4	1	-11	9	0	-16	-33	-1
COc1ccc(SCC(=O)Nc2ccc(N3CCN(C)CC3)c(F)c2)cc1	1	1	7	1	9	0	-8	-13	-1
CC1=C(C(=O)Nc2ccccc2C(F)(F)F)C(c2sccc2C)NC(=S)N1 (stereo not drawn)	-9	-11	6	2	18	-1	3	-11	3
CC(=O)Nc1cccc(NC(=O)c2c(-c3c(Cl)cccc3Cl)noc2C)c1	3	5	3	-2	13	2	3	-5	1
C=CCn1c(-c2ccc(OC)c(OC)c2)n[nH]c1=S	-1	3	0	-64	-19	7	-20	-18	/
O=C(Nc1ccccc1F)Nc1ccccc1OC(F)F	-3	1	2	-10	-7	-3	-8	-37	-2
COc1ccc(CCC(=O)Nc2cc(Cl)ccc2N2CCN(C)CC2)cc1	-11	-4	3	-5	0	2	-25	-10[20 µM]	-3
C=C(C)CN(CC)C(=O)CCc1nnc(CCc2c[nH]c3ccccc23)o1	-4	-1	-9	6	31	-1	-8	-25	-4
O=C(C1CCCN(S(=O)(=O)c2cccc3cccnc23)C1)N1CCc2ccccc21 (stereo not drawn)	-8	1	0	-11	-19	-2	-5	-21	4
O=c1oc(-c2ccco2)nc2ccccc12	-10	6	1	5	9	0	-10	-11[20 µM]	2
O=C(CSCc1ccc(F)cc1)N1CCN(c2ccc(F)cc2)CC1	1	-3	4	-15	-8	3	-6	-20[20 µM]	-2
CCc1ccc(O)c(N=Cc2ccccc2O)c1	-8	6	8	-51	-10	13	-41	-23	11

Screening data deposited in PubChem BioAssay by several laboratories.
